# Apaf-1 inh = inhibitors of human Apaf-1 apoptosome | O14727 | reconstituted apoptosome caspase-3 activity, DEVD-Rh110 fluorescence | inhibition, % at 20 µM | hit rate 0.71% among 330,000 | AID 489030; active means inhibition of at least 40% at 20 µM;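 further: plate controls were DMSO wells for no effect and DEVD-CHO caspase inhibitor wells for full effect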
#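 Material: biochemical Apaf-1 apoptosome reconstitution. Medium: Hepes buffer, pH 7.5. Also added: cytochrome c activation, bis-DEVD rhodamine 110 substrate. Timing: 30 min compound preincubation, 50 min activation, room temperature. Measured by: rhodamine 110 fluorescence at Ex 480/Em 540 nm.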
# hIAP act = increases human intestinal alkaline phosphatase activity; purified human IAP, CDP-Star luminescence, 30 min; hits give high values; 1 = vehicle-only enzyme, 0 = enzyme-free background; activation factor at 10 µM; hit rate 0.16% among 330,000; AID 2524;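 active means activation factor of the enzyme at least 2-fold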; further: the source names both 10 and 20 µM as test concentration; values of inactives mirror those of a sister screen read the other way
# Target sequence (P09923 whole entry, looked up): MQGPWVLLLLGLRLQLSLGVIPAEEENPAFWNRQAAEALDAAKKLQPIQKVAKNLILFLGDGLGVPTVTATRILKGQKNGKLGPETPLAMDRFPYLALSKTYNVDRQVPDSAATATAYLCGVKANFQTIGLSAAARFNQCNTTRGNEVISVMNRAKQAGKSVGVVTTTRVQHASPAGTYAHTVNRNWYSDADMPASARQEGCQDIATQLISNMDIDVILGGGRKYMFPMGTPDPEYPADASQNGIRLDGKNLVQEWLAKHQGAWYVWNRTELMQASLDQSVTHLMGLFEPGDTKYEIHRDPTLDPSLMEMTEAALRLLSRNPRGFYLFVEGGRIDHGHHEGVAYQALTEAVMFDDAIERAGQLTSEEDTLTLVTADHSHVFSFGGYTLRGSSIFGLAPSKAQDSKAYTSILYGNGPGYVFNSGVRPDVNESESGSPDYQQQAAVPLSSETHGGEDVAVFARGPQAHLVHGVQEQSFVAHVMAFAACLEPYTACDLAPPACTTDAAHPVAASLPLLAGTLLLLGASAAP
# ATG4B inhibitor = inhibitors of human ATG4B cysteine protease; Q9Y4P1; ATG4B cleavage of LC3-PLA2, NBD-HPC fluorescence, 1 h; inhibition, % at 8.33 µM; hit rate 0.51% among 340,000; in the data active means inhibition above about 40%
# Target sequence (Q9Y4P1 whole entry, looked up): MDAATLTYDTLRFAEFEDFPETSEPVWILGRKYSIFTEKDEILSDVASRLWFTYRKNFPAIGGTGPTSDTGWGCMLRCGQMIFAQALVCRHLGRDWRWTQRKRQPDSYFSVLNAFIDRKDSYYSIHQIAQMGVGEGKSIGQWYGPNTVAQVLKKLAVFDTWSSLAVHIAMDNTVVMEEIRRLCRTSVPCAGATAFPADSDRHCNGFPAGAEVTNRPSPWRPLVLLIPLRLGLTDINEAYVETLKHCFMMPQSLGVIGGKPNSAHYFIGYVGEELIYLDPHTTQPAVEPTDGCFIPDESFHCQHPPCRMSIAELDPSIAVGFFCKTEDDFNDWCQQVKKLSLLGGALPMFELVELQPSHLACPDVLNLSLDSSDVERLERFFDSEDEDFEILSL
# hIAP inh = blocks human intestinal alkaline phosphatase; purified IAP, CDP-Star luminescence, 30 min; hit rate 0.12% among 330,000; P09923; inhibition, % at 10 µM;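 active means inhibition reaching a set limit with compound at 10 µM in the primary screen, cut at about 35% in these data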;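 further: plate controls were DMSO wells with enzyme for no effect and no-enzyme buffer wells for full effect; values of inactives mirror those of a sister screen read the other way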
# TIM10 inh = TIM10 yeast growth inhibition; S. cerevisiae TIM10 strain growth, BacTiter-Glo luminescence, 24 h; inhibition, % at 10 µM; hit rate 1.4% among 330,000;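 active means inhibition of 40% or more at the single tested concentration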;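 further: wild-type TIM10 isogenic control strain grown at permissive 25 °C; 0% = DMSO yeast wells and 100% = minimal medium wells without yeast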
# mIAP inh = blocks mouse intestinal alkaline phosphatase; hit rate 0.2% among 330,000; AID 2806; purified mouse IAP, CDP-Star luminescence, 30 min; inhibition, % at 10 µM;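 active means inhibition of at least 40% at 10 µM in the primary screen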;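 further: plate controls were DMSO with enzyme for no effect and no enzyme wells for full effect; values of inactives mirror those of a sister screen read the other way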
# tim10-1 inh = growth inhibitors of tim10-1 mutant yeast; inhibition, % at 20 µM; hit rate 2.2% among 330,000; S. cerevisiae tim10-1 ts strain growth, BacTiter-Glo, 24 h;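 active means inhibition of at least 40%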;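 further: mutant grown at 25 °C; 0% = DMSO wells with yeast and 100% = wells holding no yeast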
# NALP3 yeast inh = NALP3 inhibition in yeast; inhibition, % at 10 µM; Yeast reconstituted NLRP3/ASC/caspase-1, beta-gal luminescence, 24 h; hit rate 0.39% among 330,000; AID 2825;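 active means inhibition of 50% or more; inactive means inhibition below 50%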;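 further: plate controls were induced DMSO wells for no effect and uninduced yeast grown without galactose for full effect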
# mIAP activ = mouse IAP activation; muIAP, CDP-Star luminescence, 30 min; hits give high values; 1 = vehicle-only enzyme signal, 0 = enzyme-free wells; hit rate 0.24% among 330,000; activation factor at 10 µM; AID 2805;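 active means activation factor of at least 2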; further: the source names both 10 and 20 µM as test concentration; values of inactives mirror those of a sister screen read the other way
#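 Assay system: mouse IAP enzyme; reagent: chemiluminescent substrate CDP-Star; dosing: test compounds delivered from DMSO solution; schedule: 30 min at room temperature; measured by: luminescence from enzymatic CDP-Star hydrolysis; controls: DMSO-only wells and no-enzyme negative control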
# * hit, by the source's call; . = not tested or not shown; & = joins results of further samples.
SMILES,Apaf-1 inh,hIAP act,ATG4B inhibitor,hIAP inh,TIM10 inh,mIAP inh,tim10-1 inh,NALP3 yeast inh,mIAP activ
Cc1ccccc1OCC(=O)N(CC(C)C)c1c(N)n(CC(C)C)c(=O)[nH]c1=O,-3.5,0.998,28.5,0.2,20.6,-6.6,17.5,4.8,1.07
CC(=O)Nc1ccc(S(=O)(=O)N2CCC(C(=O)NCc3ccco3)CC2)cc1,-3.1,0.766,1.5,23.4,6.5,6.5,-9.6,2.9,0.935
CCc1ccccc1NC(=S)N1CCN(c2ccccn2)CC1,1.7,0.926,-6.0,7.4,-14.1,2.2,18.6,8.3,0.978
CN1CCCN(C(=O)/C=C/c2ccc(Cl)cc2Cl)CC1,13.0,1.07,-2.2,-7.4,-2.5,-6.0,-5.1,1.5,1.06
O=C(CN1CCCN(S(=O)(=O)c2ccc(F)cc2)CC1)Nc1ccccc1Br,23.5,1.15,4.5,-14.8,15.4,5.9,21.8,16.7,0.941
CC(C)(O)CC[C@H](OC(=O)c1ccccc1)[C@](C)(O)[C@H]1CC[C@@]2(O)C3=CC(=O)[C@@H]4C[C@@H](O)[C@H](O)C[C@]4(C)C3CC[C@]12C (stereo not given in full),-5.5,0.89,2.6,11.0,7.4,9.7,6.3,17.1,0.903
Cc1nc(N2CCOCC2)nc2c1CCC2,-21.9,1.02,-2.3,-2.2,-1.4,3.1,4.6,-17.4,0.969
C=CCn1c(SCC(=O)NC2CCS(=O)(=O)C2)nnc1-c1ccc(Cl)cc1 (stereo not given),2.0,1.12,-6.1,-12.3,0.8,-1.0,-10.0,1.6,1.01
COc1ccc(OCc2nn3c(-c4ccccn4)nnc3s2)cc1,8.4,1.06,2.5,-5.7,1.7,-3.3,19.6,4.4,1.03
COc1cc(NC(=O)C2CC(c3cccc(Br)c3)=NO2)cc(OC)c1OC (stereo not given),3.5,1.19,-8.3,-19.1,4.6,-6.0,3.0,18.4,1.06
COc1cccc(CN(C)C(=O)c2cc(COc3ccc(-n4cncn4)cc3)on2)c1,5.8,0.869,-16.7,13.1,19.6,5.5,40.9*,24.3,0.945
CS(=O)(=O)N1CCN(c2cccc(Cl)n2)CC1,10.5,1,-3.0,-0.2,9.0,-7.9,7.7,-3.5,1.08
CC(C)COC(=O)Nc1ccccc1C(=O)N1CCOCC1,-7.7,1.06,6.3,-6.5,-4.7,7.7,-10.6,5.0,0.923
COc1ccc(NC(=O)NCCN2CCc3ccccc3C2)cc1,2.8,1.31,4.2,-30.7,-5.1,-11.9,-16.7,14.0,1.12
COC(=O)Nc1ccc(S(=O)(=O)N2CCCCCC2)cc1,-3.7,0.857,-10.1,14.3,16.1,-4.2,24.8,-9.3,1.04

# Next part, overlapping the part above by 3 compounds.
SMILES,Apaf-1 inh,hIAP act,ATG4B inhibitor,hIAP inh,TIM10 inh,mIAP inh,tim10-1 inh,NALP3 yeast inh,mIAP activ
CC(C)COC(=O)Nc1ccccc1C(=O)N1CCOCC1,-7.7,1.06,6.3,-6.5,-4.7,7.7,-10.6,5.0,0.923
COc1ccc(NC(=O)NCCN2CCc3ccccc3C2)cc1,2.8,1.31,4.2,-30.7,-5.1,-11.9,-16.7,14.0,1.12
COC(=O)Nc1ccc(S(=O)(=O)N2CCCCCC2)cc1,-3.7,0.857,-10.1,14.3,16.1,-4.2,24.8,-9.3,1.04
COc1ccc(NC(=O)COC(=O)/C=C/C(=O)OCC(=O)Nc2ccc(OC)c(Cl)c2)cc1Cl,2.3,0.998,-8.6,0.2,-20.0,1.2,-9.6,-5.2,0.988
O=C(Nc1ccc2c(c1)OCO2)c1cncc(Br)c1,-2.7,0.957,-5.7,4.3,-20.3,0.5,22.6,20.7,0.995
Cc1ccc2ccccc2c1NC(=O)c1ccco1,3.0,0.917,-3.6,8.3,7.3,2.7,7.6,9.3,0.973
COc1ccccc1C1CC(c2ccc(C)cc2)Nc2ncnn21 (stereo not given),2.1,0.879,4.9,12.1,35.3,-4.7,29.2,-7.4,1.05
CCOc1ccc(Cl)cc1S(=O)(=O)N1CCCC1,-14.4,1.09,-13.3,-9.4,-7.3,0.5,19.0,5.5,0.995
CCOc1ccccc1N1CC(C(=O)N2CCc3ccccc3C2)CC1=O (stereo not given),2.1,0.971,-7.4,2.9,-12.7,-1.9,5.5,2.8,1.02
Cc1ccc(NC(=S)N2CCCC2)cc1,6.5,0.997,-8.4,0.3,-2.7,-1.4,2.5,6.4,1.01
Cc1c(CN2CCC(CO)(CCOc3ccccc3)CC2)c(=O)n(-c2ccccc2)n1C,5.8,1,-10.7,-0.3,2.2,10.7,-0.4,7.3,0.893
CCOC(=O)CSc1ccc2nnc(CCNS(=O)(=O)c3ccccc3)n2n1,-1.8,0.984,-5.9,1.6,2.9,11.8,3.5,-3.5,0.882
CN(CCO)c1nc(N)c(C#N)c(CC#N)c1C#N,-10.9,0.979,-3.7,2.1,-2.5,-1.5,2.9,5.2,1.01
C=CCC12C=C(OC)C(=O)OC(OC)(C1O)[C@H](c1ccc3c(c1)OCO3)[C@H]2C (stereo not given in full),1.5,0.8,-13.0,20.0,11.1,3.3,21.0,8.5,0.967
O=C(Nc1nnc(-c2cccs2)s1)c1cccc(F)c1,-9.7,1.08,-7.6,-8.5,-6.1,0.2,0.1,-15.2,0.998
N#CCCN(C(=O)CO/N=C/c1cccc([N+](=O)[O-])c1)c1ccccc1,-4.0,1.12,7.6,-12.5,6.9,1.2,-1.2,18.6,0.988
N/C(=N\N=C\c1ccc(O)c(O)c1)c1nonc1N,-6.0,1,-1.2,0.0,11.2,11.0,5.7,1.3,0.89
CCOC(=O)c1sc(/N=C/c2c(C)[nH]n(-c3ccccc3)c2=O)c(C#N)c1C,-2.8,1.04,.,-3.8,27.3,-5.7,4.5,8.1,1.06
O=C(CCc1ccccc1)N/N=C/c1cc(Br)ccc1O,6.2,1.05,-11.9,-4.9,34.8,22.9,24.5,15.4,0.771
C=C(C)C(=O)Nc1cccc(C2=NOC3(C2)C[C@H](C(N)=O)N(C(=O)CC)C3)c1 (stereo not given in full),-270.6,1.02,-7.5,-2.3,2.1,-6.6,-4.6,9.5,1.07
O=C1c2ccccc2-c2nc3ccccc3n21,0.4&5.6,1.08&1.1,8.0&-3.1,-8.0&-10.4,-6.9&12.5,-8.5&-1.5,-12.8&10.3,11.0&11.2,1.08&1.01
CCCCN1CN=C(Nc2nc3ccccc3o2)NC1,9.2,1.25,3.3,-25.0,22.2,-6.3,-3.4,-11.6,1.06
Cc1ccccc1NCN1C(=O)C2CCC(C)(C1=O)C2(C)C (stereo not given),-12.0,1.01,2.9,-0.7,10.5,1.8,2.5,6.4,0.982
O=C(NCc1ccncc1)Nc1cccc([N+](=O)[O-])c1,-0.8,0.968,1.0,3.2,-0.1,7.1,-5.8,20.2,0.929
O=C(CCn1cccc1)NC1CCCc2ccccc21 (stereo not given),0.4,1.1,6.0,-10.4,6.9,-4.9,8.0,18.8,1.05
COc1ccc(S(=O)(=O)N2CCN(C(=O)c3cc(-c4ccc(C)cc4)n[nH]3)CC2)cc1,9.0,1.33,-1.2,-33.5,12.0,-39.1,18.5,5.9,1.39
Cc1nnc(NC(=O)CSc2nc3[nH]ncc3c(=O)[nH]2)s1,10.3,1.05,1.6,-5.3,9.0,1.9,4.2,14.1,0.981
O=C(COC(=O)c1ncc(Cl)c(Cl)c1Cl)NC1CCS(=O)(=O)C1 (stereo not given),-4.2,0.802,-4.2,19.8,13.0,2.1,0.7,16.6,0.979
CCOC(=O)c1noc(C)c1C(=O)Nc1cccc(F)c1,1.2,1.05,-8.4,-5.0,-8.3,-3.3,16.9,11.2,1.03
COC(=O)CSc1n[nH]c(-c2ccncc2)n1,1.2,1.02,8.7,-1.8,-6.0,-4.9,1.9,6.3,1.05
O=S1(=O)N=C(N/N=C/c2ccc(Br)o2)c2ccccc21,-2.3,1.07,-10.6,-7.0,-7.1,0.9,-5.5,9.4,0.991
O=C(Nc1cccc(Cl)c1)c1nc[nH]c1C(=O)N1CCc2ccccc2C1,16.0,1.31,-6.3,-31.1,-4.7,5.5,0.0,21.0,0.945
Cc1cc(O)c(C(=O)/C=C/c2ccccc2O)c(=O)o1,-2.1,1.01,-5.7,-0.7,8.3,-3.3,-9.9,0.8,1.03
CNC(=S)NCCc1ccc(OC)cc1,-8.6,0.9,-8.5,10.0,13.8,4.6,5.7,-13.0,0.954
COc1cc(/C=C2/NC(=O)NC2=O)ccc1OCC(=O)Nc1ccc(F)cc1,-3.0,1.21,-1.7,-21.0,5.2,4.2,6.7,-15.3,0.958
CCOc1cc(C)c(S(=O)(=O)N2CCCC2)cc1C,5.9,0.935,-7.2,6.5,5.6,2.5,1.4,82.9*,0.975
CCCn1c(N)c(C(=O)CSc2nc3ccccc3c(=O)n2-c2ccc(OC)cc2)c(=O)[nH]c1=O,-21.0,1.05,1.6,-5.1,12.2,3.9,3.1,19.9,0.961
Cc1ccc(Cl)cc1NC(=O)N(C)CCO,-4.3,0.972,-2.1,2.8,12.5,-1.4,-16.5,12.3,1.01
O=c1c(Br)c(N2CCCCC2)cnn1-c1ccccc1,-4.9,0.98,-4.6,2.0,21.6,-3.3,11.4,40.0,1.03
CCCn1c(SCC(=O)Nc2nnc(CC)s2)nnc1-c1ccncc1,2.9,0.984,-9.3,1.6,-2.1,8.8,-6.8,6.9,0.912
Cc1ccc(Nc2nnc(SCC(=O)NCC3CCCO3)s2)cc1C (stereo not given),-6.8,0.893,-4.3,10.7,2.5,-9.4,13.9,15.8,1.09
CC(C)C(C(=O)Nc1ccc(S(N)(=O)=O)cc1)N1C(=O)c2ccccc2C1=O (stereo not given),0.9,1.05,4.9,-5.4,-6.0,-1.0,-7.6,11.4,1.01
O=Cc1ccccc1OCCOc1ccccc1C=O,4.9,0.896,71.0*,10.4,39.0,-2.5,14.8,11.0,1.02
Cc1nc(NC(=O)c2ccncc2)sc1C(=O)N(C)C,4.4,1.03,6.0,-2.7,15.2,7.0,13.9,14.4,0.93
Cn1c(=N)n(CC(=O)c2ccc(Cl)c(Cl)c2)c2ccccc21,11.0,1.06,7.1,-6.4,-0.2,-2.6,28.0,4.6,1.03
COc1ccc(Oc2nc3ccccc3n3cccc23)cc1,12.4,1.05,6.9,-5.0,13.5,7.7,7.4,16.4,0.923
Cc1cccc(CNC(=O)c2ccccc2N)c1,3.0,0.975,0.7,2.5,16.7,6.7,15.8,11.1,0.933
CCOC(=O)N1CCN(c2ccc(Cl)c(Cl)c2)CC1,-1.2,1.09,2.4,-8.6,17.6,-2.6,7.9,25.9,1.03
CC(C)(C)[C@H]1C=C(C(N)=O)O[C@@H](OCc2ccc(CO)cc2)C1,-2.2,1,1.3,-0.4,-0.8,5.9,4.5,8.0,0.941
O=C(c1ccc(Cl)cc1[N+](=O)[O-])N1CCOCC1,2.5,0.984,-5.7,1.6,5.6,7.7,-6.6,23.3,0.923
CCN(CC)c1ccc(NC(=O)CSc2nc3nc(C)cc(C)c3c(=O)[nH]2)cc1,9.6,0.856,-7.6,14.4,0.2,-0.6,-3.8,23.8,1.01
CC1Cc2c([nH]c3ccccc23)C(=O)N1 (stereo not given),3.5,1.13,-1.4,-12.6,-7.2,-13.0,16.5,17.6,1.13

# Assay outcomes as filed in PubChem.
